Source: PubChem BioAssay (several laboratories)
HUVEC tox TNFa – cytotoxicity in TNFa-stimulated HUVEC, primary screen, cytotoxicity control for VCAM1 expression modulator project, imaging, Hoechst nuclei count; cell count reduction, % at 2 µM; 0.17% of 93,000 active; AID 848, 2007; HUVEC TNFalpha-stimulated, Hoechst cell count;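 active = cell count reduction exceeding the screen mean by over 5 SD, scaled to untreated wells per plate, cut at about 78% in these data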;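 also: cells counted after 24 h of TNF alpha exposure following the 1 h pretreatment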
F-actin modifier – modifiers of F-actin cytoskeleton organization, primary screen, imaging, HUVEC, phalloidin staining, high-content imaging | inhibition, % at 2 µM | AID 836, 2007 | HUVEC TNFa F-actin phalloidin imaging | 0.18% of 91,000 active;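 active = inhibition above the batch mean plus 3 SD and confirmed as a hit by visual image inspection, cut at about 30% in these data, passing the limit was not always enough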; also: strong numbers were not always called active
VCAM1 TNFa inh – inhibitors of TNFa-induced VCAM1 expression, primary screen, imaging, HUVEC, TNFa stimulus, immunofluorescence. HUVEC TNFa-induced VCAM-1 immunofluorescence, high-content imaging. 0.48% of 95,000 active. AID 802, 2007. inhibition, % at 2 µM;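 active = inhibition above the batch mean plus 3 SD, with images confirmed as a hit by eye, cut at about 37% in these data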;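 also: 0% = TNF-stimulated DMSO wells and 100% = unstimulated control wells; not every result past the cut was called active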
MT1-MMP txn act – MT1-MMP promoter reporter activation – cell-based, luciferase luminescence, primary screen. HT1080 MT1-MMP promoter luciferase reporter, overnight; stronger effect = higher value. activation factor at 10 µM. 0.16% of 86,000 active. AID 750, 2007;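 active = activation factor of at least 2 for MT1-MMP transcription at 10 µM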
hDAT+cocaine – changed hDAT dopamine uptake under cocaine IC80, either direction, primary screen, cocaine antagonist project, cell-based, LLC-PK1 hDAT, [14C]-dopamine uptake, MLSMR; LLC-PK1 hDAT cells, [14C]-dopamine uptake with cocaine IC80; actives deviate in either direction; Sodium-dependent dopamine transporter (Homo sapiens), Q01959; B-score at 10 µM; 1.3% of 110,000 active;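 active = Z score or B-score, a plate-position-corrected score, falls beyond the plate's 99.7% confidence bounds, in either direction; inactive = both scores lie inside the 99.7% bounds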;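 also: scored against the spread of the other compound wells on the same plate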
Target sequence (Q01959 whole entry, looked up): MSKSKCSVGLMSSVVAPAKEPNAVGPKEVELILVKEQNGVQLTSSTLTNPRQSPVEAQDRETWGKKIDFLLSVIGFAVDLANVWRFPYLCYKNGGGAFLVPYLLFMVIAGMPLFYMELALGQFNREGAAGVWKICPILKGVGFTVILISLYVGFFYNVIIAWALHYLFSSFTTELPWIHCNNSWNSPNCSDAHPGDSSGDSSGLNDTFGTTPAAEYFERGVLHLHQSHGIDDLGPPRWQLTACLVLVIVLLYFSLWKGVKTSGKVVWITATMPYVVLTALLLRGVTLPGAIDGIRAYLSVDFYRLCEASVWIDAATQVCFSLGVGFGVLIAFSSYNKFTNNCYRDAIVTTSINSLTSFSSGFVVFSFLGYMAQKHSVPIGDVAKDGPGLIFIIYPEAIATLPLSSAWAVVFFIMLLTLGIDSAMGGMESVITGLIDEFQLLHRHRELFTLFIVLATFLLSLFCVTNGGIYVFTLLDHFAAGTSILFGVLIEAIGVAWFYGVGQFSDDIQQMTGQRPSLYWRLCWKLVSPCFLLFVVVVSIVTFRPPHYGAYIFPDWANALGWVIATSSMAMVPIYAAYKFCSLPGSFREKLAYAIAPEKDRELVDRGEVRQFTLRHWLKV
HUVEC tox IL1B – cytotoxicity in IL-1B stimulated HUVEC, primary screen, cytotoxicity control for IL-1B NFkB translocation project, imaging, Hoechst nuclear count, IL-1B stimulus; HUVEC cell count loss; cell count reduction, % at 2 µM; 0.41% of 94,000 active; AID 845, 2007;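 active = cell count reduction more than 3 SD above the screen-wide mean, cut at about 70% in these data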;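 also: normalized per plate to untreated control cells as the no-loss baseline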
Smad3 FoxH1 inh – Smad3/FoxH1 peptide binding inhibitors, primary screen, biochemical, TR-FRET | TR-FRET Smad3/Dy647-FoxH1 peptide binding, europium anti-His | 0.29% of 88,000 active | Mothers against decapentaplegic homolog 3 (Homo sapiens), P84022 | inhibition, % at 25 µM;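 active = compounds that reduce the energy-transfer binding signal between the protein and its labelled peptide by more than half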;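 also: 0% = Smad3 plus labelled peptide maximal FRET and 100% = peptide-only background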
Target sequence (P84022 whole entry, looked up): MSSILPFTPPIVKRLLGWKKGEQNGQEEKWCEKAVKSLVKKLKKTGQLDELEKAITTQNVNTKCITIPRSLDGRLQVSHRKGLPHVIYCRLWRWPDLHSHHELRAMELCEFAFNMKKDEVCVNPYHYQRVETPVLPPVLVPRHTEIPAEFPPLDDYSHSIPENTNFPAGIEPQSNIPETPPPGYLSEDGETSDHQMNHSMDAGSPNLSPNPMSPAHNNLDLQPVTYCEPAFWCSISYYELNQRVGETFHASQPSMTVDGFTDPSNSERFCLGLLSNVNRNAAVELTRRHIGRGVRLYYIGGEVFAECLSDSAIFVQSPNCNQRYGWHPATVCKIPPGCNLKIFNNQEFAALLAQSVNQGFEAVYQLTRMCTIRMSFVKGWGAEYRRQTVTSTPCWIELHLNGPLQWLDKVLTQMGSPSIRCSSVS
PTPN22 inh 2 – PTPN22 phosphatase inhibitors, primary screen, biochemical, DiFMUP fluorescence, 2 µM. recombinant LYP catalytic domain. Tyrosine-protein phosphatase non-receptor type 22 (Homo sapiens), Q9Y2R2. inhibition, % at 2 µM. 0.21% of 96,000 active. AID 640, 2007;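 active = inhibition at 2 µM at or above a set limit, the screen mean plus 3 SD, cut at about 24% in these data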;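 also: 0% = DMSO with enzyme and 100% = enzyme fully blocked by orthovanadate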
Calb biofilm kill – clotrimazole potentiators killing Candida biofilms, primary screen, with clotrimazole, Alamar Blue; 0.14% of 85,000 active; C. albicans biofilm + clotrimazole; inhibition, % at 6 µM;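 active = inhibition above 20%; inactive = inhibition below 20%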;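 also: preformed 24 hr biofilms exposed to compound for 48 hr; 0% = biofilm without compound and 100% = blank killed by clotrimazole plus chlorhexidine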
* marks the source's active call; other numbers are inactive results; / = not tested or not shown; & = joins results of further samples; [ ] = another dose, or the depositor's remark.

SMILES	HUVEC tox TNFa	F-actin modifier	VCAM1 TNFa inh	MT1-MMP txn act	hDAT+cocaine	HUVEC tox IL1B	Smad3 FoxH1 inh	PTPN22 inh 2	Calb biofilm kill
Cc1ccc2nc(CSc3nnc(Cc4cccs4)n3C3CCCCC3)cc(=O)n2c1	-2	-22	-8	1.2	0.78	20	-1	-3	6
CN1CSC2=C(C#N)C(c3cccc(OCc4ccccc4)c3)CC(=O)N2C1 (stereo unspecified)	-27	4	16	1.3	-0.19	2	2	1	-4
CCN(CCNC(=O)CC1Oc2ccccc2NC1=O)c1ccccc1 (stereo unspecified)	24	6	34	1.1	-1.2	1	-6	-6	4
CN(C)CCNC(=O)c1cc2ccccc2oc1=O	-35	-28	13	1.2	-0.9	0	8	-4	2
COc1ccccc1OCC(=O)NNC(=S)NC(=O)c1ccco1	0	0	4	/	-0.22	-11	/	-17	/
Cn1c(=Nc2ccccc2)sc2ccccc21	12	-13	3	/	-2.1	0	/	4	/
CCN1CCN(c2nc3c(C)cccn3c(=O)c2/C=C(\C#N)S(=O)(=O)c2ccc(C)cc2)CC1	-42	-6	-5	1.1	-1.2&1.2	-48	2	-8	9
NC(=S)N/N=C\c1ccc(-c2cccc(Cl)c2Cl)o1	49	-64	80*	1	0.18	-2	2	9	8
Cc1cc(C)cc(N2CCCC2=O)c1	-11	-1	-4	1.2	-0.19	-213	3	0	10
CCOC(=O)C1=C(C)Nc2nnnn2C1c1ccc(OC)c(Br)c1 (stereo unspecified)	2	-9	1	1.1	0.34	11	-2	4	8
Cc1ccc(-n2c(SCC(=O)NCC3CCCO3)nc3n[nH]c(C)c3c2=N)cc1Cl (stereo unspecified)	/	/	/	1.1	1.1	/	2	/	7
COc1ccc(OC)c(C2C3=C(N=C4SCC(=O)N42)c2ccccc2CC3)c1 (stereo unspecified)	-2	-58	4	1.2	0.014	-33	1	11	7
Cc1cccc(N2CCN(Cc3ccoc3)CC2)c1C	-2	20	-16	1.1	-0.65	8	9	4	5
O=C1CC(Nc2ccccc2)C(=O)N1CCc1ccccc1 (stereo unspecified)	7	-28	30	0.9	0.038	5	9	-2	7
CCc1nccn1S(=O)(=O)c1cc(Br)ccc1OC	-5	-4	8	/	-0.0088	-12	-5	3	8
Cc1ccc2cc(CN(Cc3ccc4c(c3)OCO4)Cc3nnnn3Cc3ccco3)c(=O)[nH]c2c1	-13	10	22	1.2	0.22	8	-4	-24	2
Cc1cc(C)cc(-n2c(C)cc(/C=N/NC(=O)CSc3ncccn3)c2C)c1	-26	-1	2	/	1.6	-6	/	20	/
COc1cccc(C(=O)Nc2cc(C(=O)NCCc3ccccc3)ccc2Cl)c1	5	11	-10	/	0.067	-3	/	5	/
Nn1c(-c2ccco2)n[nH]c1=S	6	-3	0	1.1	-0.25	-3	-5	-8	5
CCCCOC(=O)CSc1nc(N)c(C#N)c(-c2ccc(OC)cc2)c1C#N	-19	16	0	1.2	-0.57	12	3	-7	4
Cc1ccc(-c2noc(CN3CCCCC3)n2)cc1	7	-5	5	1.5	0.093	1	6	14	2
Cc1ccc(-c2nc(COC(=O)c3c(C)noc3C)cs2)cc1	-15	3	-10	1.2	0.36	-12	6	-2	8
CC(C)(C)C(=O)Nc1cc(C(F)(F)F)ccc1N1CCOCC1	/	-4	4	1	-0.071	23	-1	7	3
COCC(C)NC(=O)CSc1nc(-c2ccccc2)c(-c2ccccc2)o1 (stereo unspecified)	-23	-3	-5	/	0.37	-4	/	-5	/
CCOc1ccccc1NC(=O)COc1cccc(-n2cnnn2)c1	-51	-4	6	0.9	-1.8	-18	2	0	-1

The results go on:
SMILES	HUVEC tox TNFa	F-actin modifier	VCAM1 TNFa inh	MT1-MMP txn act	hDAT+cocaine	HUVEC tox IL1B	Smad3 FoxH1 inh	PTPN22 inh 2	Calb biofilm kill
COc1ccccc1N1CCN(C(=O)CSc2ccccc2)CC1	-7	12	16	1.4	1.9	-28	-4	-5	5
COc1ccc(CSC2=NCCN2)cc1Cl	-32	-18	-17	1.4	-0.79	-4	-1	4	4
CCn1c(=O)cc(OCC(=O)NCCCN2CC(C)CC(C)C2)c2ccccc21 (stereo unspecified)	-11	-10	2	1.3	-0.0067	-21	-7	-11	1
Cc1cc(=S)[nH]c2c(C)cccc12	-6	-16	9	1.1	0.16	7	12[fluorescence artefact?]	1	10
COc1ccc(-c2cc(C(F)(F)F)nc(SCC(=O)Nc3cc(C)on3)n2)cc1	-14	0	30	1.1	0.37	8	3	-21	4
CCCNc1ncccc1C(N)=O	/	/	/	1.2	0.15	/	12	/	6
CCOc1ccc(Cn2c(C)nc([N+](=O)[O-])c2SCC(O)CCl)cc1[N+](=O)[O-] (stereo unspecified)	4	-6	11	/	0.48	24	4	-1	3
CC(=O)c1c(OCC(=O)O)ccc2c(C)cc(=O)oc12	-14	4	14	1	-0.92	-18	-20[fluorescence artefact?]	4	0
CC(=O)Nc1ccc(-c2cc(NC(C)=O)n(-c3ccccc3)n2)cc1	-17	7	-6	1	-0.33	11	0	2	3
C=CCn1c(SCCC(=O)O)nc2c1c(=O)n(C)c(=O)n2C	-16	-7	6	1.2	-0.0029	8	-5	-6	-4
CCOC(=O)C(C(=O)OCC)C(Nc1cccc(Br)c1)c1ccccc1 (stereo unspecified)	-14	1	-7	/	0.74	-44	/	5	/
CC(C)c1nc2oc3c(=O)[nH]cnc3c2c2c1CCC2	2	-10	12	1.1	1.9	-24	8	-4	4
O=C1c2cccnc2C(O)N1Cc1cccs1 (stereo unspecified)	-11	-12	-10	1	0.89	-9	5	-2	9
OCCCN1c2ccccc2Nc2nnc(-c3ccccc3)cc21	-1	-30	8	1.6	3.3	-43	3	-8	/
C=CCc1ccc(OCCOCCNCCOC)c(OC)c1	-9	39	-17	1.2	-1.4	4	/	-6	/
Cc1cccc2cc(CN(Cc3cccs3)C(c3nnnn3C3CCCC3)C(C)C)c(=O)[nH]c12 (stereo unspecified)	-6	-4	-14	1.1	0.89	-15	/	23	/
Cc1cccc(NC(=O)C2c3ccccc3C(=O)N3CCc4ccccc4C23)n1 (stereo unspecified)	-15	-16	-9	1.3	-0.27	-3	6	0	5
COc1cccc(-c2ccc(=O)n(CC(=O)Nc3cc4c(cc3NC(C)=O)OCCO4)n2)c1	10	2	7	1.2	0.45	6	5	1	11
COC(=O)C1=CN(C2CC2)C=C(C(=O)OC)C1c1ccc(C(=O)OC)cc1	/	/	/	1.1	1.8	/	6	/	8
CCOC(=O)C1=C(C)OC(N)=C(C#N)C1c1cc(C)sc1C (stereo unspecified)	-12	1	-3	1.1	-0.77	-2	5	-11	-2
O=C1CC(c2ccccc2)Cc2nc(N3CCc4ccccc4C3)ncc21 (stereo unspecified)	7	-5	-7	1	0.55	4	1	12	-3
CCOc1ccc(NC(=O)Cn2c(=O)oc3ccccc32)cc1	-20	4	13	/	0.31	-32	3	-4	1
COc1cccc(CN2CCN(c3cccc(C(F)(F)F)c3)CC2)c1OC	11	7	0	1.1	-1.2	19	/	9	/
O=C(CN(C(=O)Cn1nnc(-c2ccc(F)cc2)n1)C1CCCC1)NC1CCCC1	-9	-8	-8	1.1	-0.22	2	-3	-8	0
CCN(CC)CCCn1c(=S)[nH]c2cc(C(=O)OC)ccc2c1=O	-3	-14	13	1.3	0.14	-34	-3	-6	6

One compound at a time (already shown). Order of screens: HUVEC tox TNFa	F-actin modifier	VCAM1 TNFa inh	MT1-MMP txn act	hDAT+cocaine	HUVEC tox IL1B	Smad3 FoxH1 inh	PTPN22 inh 2	Calb biofilm kill
CC(=O)c1c(OCC(=O)O)ccc2c(C)cc(=O)oc12 across the screens: -14	4	14	1	-0.92	-18	-20[fluorescence artefact?]	4	0
CC(C)c1nc2oc3c(=O)[nH]cnc3c2c2c1CCC2 across the screens: 2	-10	12	1.1	1.9	-24	8	-4	4

(cont.)
SMILES	HUVEC tox TNFa	F-actin modifier	VCAM1 TNFa inh	MT1-MMP txn act	hDAT+cocaine	HUVEC tox IL1B	Smad3 FoxH1 inh	PTPN22 inh 2	Calb biofilm kill
COC(=O)CN1C(=O)C(O)(CC(=O)c2ccc(Cl)cc2)c2ccccc21 (stereo unspecified)	/	/	/	1.1	1.3	/	0	/	2
COc1ccccc1CNCC(O)(c1ccc(Cl)cc1)c1ccc(Cl)cc1	-10	22	8	/	0.85	16	/	18	/
COC(=O)c1cn(-c2ccccc2)c(C)c1C(=O)OC	11	-11	16	1.2	1.4	-173	3	-8	8
Cc1c(C(=O)N2CCOCC2)sc2nc(-c3ccccc3)cn12	-3	/	8	1.7	/	5	-5	9	5
Cc1ccc2c(n1)CC(C)(C)CC2=O	-7	29	10	/	-0.39	-27	/	-10	/
COc1ccc(C(=O)N(CC2CCCO2)C(C(=O)NC2CCCC2)c2ccc(C)cc2)cc1OC (stereo unspecified)	-20	-28	8	/	-0.21	-14	/	10	/
O=[N+]([O-])c1cccc(/C=C/c2nc(C=Nc3ccccc3)c(O)o2)c1	9	-22	-4	1	0.84	-3	3	-3	10
COCCn1nnnc1C(c1ccc2ncccc2c1)N1CCN(c2ccccc2F)CC1 (stereo unspecified)	-14	-6	15	1.1	0.5	-16	10	0	3
Cc1nc(CCNC(=O)COc2ccccc2)cs1	-18	4	9	1.1	-1.1	12	10	-7	9
COc1ccc(NC(=O)CN(C)S(=O)(=O)c2ccc(Cl)cc2)cc1Cl	14	-20	19	1	-0.45	9	-4	1	3
CCOn1c(=O)c(C)[n+]([O-])c2ccccc21	-28	-2	2	1.1	-0.4	-22	-2	-10	1
Cc1cc(=O)oc2cc(OCC(O)CN3CCN(c4ccc(F)cc4)CC3)ccc12 (stereo unspecified)	/	/	/	0.9	1.1	/	-19	/	8
COc1ccc(NC2=Nc3ccccc3N3C2=Nc2c(c(C)nn2-c2ccc(C)cc2)C3c2cccnc2)cc1 (stereo unspecified)	19	-13	31	1.1	-0.23	4	9	9	0
COc1ccc(C)cc1NC(=O)CSc1nc(SC)ns1	-3	-1	22	1.5	-0.39	-10	-2[fluorescence artefact?]	7	8
CN1CCN(C(=O)c2ccc(-n3cccc3)cc2)CC1	-4	-19	3	/	0.84	-5	/	-6	/
CCOc1ccccc1CN(Cc1ccco1)S(=O)(=O)c1ccc(-n2cnnn2)c(OC)c1	-4	-17	9	1	0.88	0	/	-8	/
CCN1C(=O)/C(=C2\C=Cc3ccccc3N2CC)SC1=S	1	9	-21	/	0.49	-6	/	1	/
CCOc1cccc(OCCOc2ccccc2[N+](=O)[O-])c1	-4	1	0	/	0.39	1	/	0	/
O=C(c1ccccc1S(=O)(=O)NCc1ccccc1)N1CCCCC1	-16	3	9	1.1	0.74	-14	-8	-5	12
Cc1nn2c(N)csc2nc1=O	-32	-31	9	1.1	-0.062	-5	4	7	5
COCc1cc(C)nc(N2CCCCC2)c1C#N	12	-10	-6	1.2	1.6	-14	2	1	8
COC(=O)CCc1nc2ccccc2[nH]c1=O	-30	-3	17	1.1	0.068	/	6	-2	1
CCc1ccc(NC(=O)CSC2=C(C#N)C(c3ccco3)C3=C(CCCC3=O)N2)cc1 (stereo unspecified)	-4	-18	22	1.1	-0.00025	21	12	4	7

The list is partial, so the mix of outcomes need not match the whole.
